High-throughput results: PubChem BioAssay, Broad Institute
PGC1a acetyl inh = modulators of PGC1a acetylation; U2OS PGC1a acetylation, AlphaScreen anti-acetyl-lysine; with virally co-expressed GCN5 acetyltransferase; inhibition, % at 15.6 µM; actives 0.17% (n = 350,000); AID 651687;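 active = every replicate shows inhibition of at least 40%; inconclusive = mean inhibition at least 40% but some replicate below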;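 note: 0% = neutral control wells and 100% = positive control wells; some results beyond the cut were filed as inactive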
LGR2 inh = Drosophila LGR2 receptor signaling inhibition; HEK293 LGR2, CRE-luciferase, bursicon-stimulated, 4 h; inhibition, % at 9.99 µM; actives 0.35% (n = 380,000); AID 720647;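 active = drop in luminescence signal, shown as inhibition above about 50% in the replicate tests, limit read from the data, passing the limit was not always enough; inconclusive = probably only some replicates passing the limit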;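 note: agonist challenge used bursicon conditioned medium at about half maximal strength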
S100A4 MyoIIA = inhibitors of human S100A4 binding to myosin IIA peptide | P26447 | S100A4/TAMRA-MyoIIA peptide fluorescence polarization | inhibition, % at 10.7 µM | actives 0.14% (n = 360,000);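 active = mean inhibition of at least 70% across replicates, with every replicate also reaching that level; inconclusive = mean inhibition reaches 70% but some replicates fall short; inactive = mean inhibition below 70%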
Target sequence (P26447 whole entry, looked up): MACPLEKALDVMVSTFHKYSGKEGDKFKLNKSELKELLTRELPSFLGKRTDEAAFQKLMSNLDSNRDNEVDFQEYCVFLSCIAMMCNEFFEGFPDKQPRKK
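Material: human S100A4 monomer with TAMRA-labelled myosin IIA peptide; buffer or medium: HEPES pH 7.2 with CaCl2, KCl, NaCl, DTT, Triton; compound dosing: one concentration per compound; schedule: 5 min incubation before reading; benchmarks: neutral control DMSO, positive control TFP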
ERAP1 inh = ERAP1 (human) enzyme inhibition | recombinant ERAP1, Leu-AMC fluorescence, 60 min | inhibition, % at 10.7 µM | actives 0.15% (n = 340,000);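 active = mean replicate inhibition of at least 30%, or all replicates individually reaching that 30% level; inactive = mean below 30% and not every replicate reaching it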;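 note: 0% = neutral control wells and 100% = L-leucinethiol positive control wells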
Target sequence (Q9NZ08 whole entry, looked up): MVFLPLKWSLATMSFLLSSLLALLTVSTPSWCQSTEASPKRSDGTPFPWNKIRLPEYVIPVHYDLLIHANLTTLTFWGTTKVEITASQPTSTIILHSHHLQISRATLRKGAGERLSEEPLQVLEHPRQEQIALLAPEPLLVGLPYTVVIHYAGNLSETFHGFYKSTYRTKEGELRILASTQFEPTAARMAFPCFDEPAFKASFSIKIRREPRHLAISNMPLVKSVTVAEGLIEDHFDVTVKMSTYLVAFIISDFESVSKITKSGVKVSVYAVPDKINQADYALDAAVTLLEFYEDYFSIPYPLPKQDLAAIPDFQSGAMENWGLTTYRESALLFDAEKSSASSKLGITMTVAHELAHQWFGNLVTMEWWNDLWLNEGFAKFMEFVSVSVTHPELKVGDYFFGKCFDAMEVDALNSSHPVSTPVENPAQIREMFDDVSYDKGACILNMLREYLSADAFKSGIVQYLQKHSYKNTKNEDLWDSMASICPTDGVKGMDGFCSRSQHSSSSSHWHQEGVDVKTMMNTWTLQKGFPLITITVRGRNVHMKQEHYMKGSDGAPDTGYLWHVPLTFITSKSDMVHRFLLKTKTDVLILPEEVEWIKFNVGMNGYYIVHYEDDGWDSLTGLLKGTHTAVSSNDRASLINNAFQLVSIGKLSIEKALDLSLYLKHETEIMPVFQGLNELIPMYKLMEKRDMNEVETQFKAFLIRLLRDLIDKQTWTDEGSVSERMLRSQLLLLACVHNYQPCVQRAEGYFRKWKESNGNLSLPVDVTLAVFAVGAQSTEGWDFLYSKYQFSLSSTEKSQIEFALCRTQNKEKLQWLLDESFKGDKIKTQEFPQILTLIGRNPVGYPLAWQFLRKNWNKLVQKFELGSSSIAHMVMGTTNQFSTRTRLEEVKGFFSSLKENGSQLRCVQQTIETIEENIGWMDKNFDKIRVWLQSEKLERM
FN deposition inh = fibronectin deposition inhibition; AH1F fibroblasts, Alexa488-fibronectin deposition fluorescence, overnight; inhibition, % at 12.6 µM; actives 0.086% (n = 350,000);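 active = mean inhibition across replicates of 30% or more, regardless of how many single replicates reach that level; inconclusive = mean under 30% yet at least half of replicates reach 30%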;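 note: positive control wells lacked labelled fibronectin entirely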
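Material – AH1F fibroblast monolayer, labelled fibronectin deposition · Reagent – labelled fibronectin 24 nM · Timing – 1 h adhesion, overnight exposure · Measured by – fluorescence at 485 nm excitation, 525 nm emission · Read-out – inhibition of fibronectin deposition signal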
EWS-Fli inh = inhibitors of EWS/Fli oncoprotein transcriptional activity | inhibition, % at 12.6 µM | actives 0.67% (n = 350,000) | A673 NR0B1-luciferase reporter, viability-normalised;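 active = mean inhibition of at least 50% after viability correction, with every replicate also passing that limit; inconclusive = mean reaches 50% but only one of two replicates passes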;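 note: firefly luciferase signal divided by Alamar Blue viability fluorescence both relative to DMSO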
PAX8 inh HTS = lowers PAX8-driven luciferase in RMG-I cells; RMG-I TPO-luciferase reporter, SteadyGlo, 24 h; inhibition, % at 12.6 µM; actives 1.2% (n = 360,000);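 active = mean replicate inhibition at least 60% with every replicate also reaching 60%; inconclusive = only one of the two criteria is met; inactive = mean below 60% and not all replicates reaching 60%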;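 note: luciferase light reporting Pax8 driven TPO promoter activity; plate controls were median of neutral control wells for no effect and mitoxantrone controls for full effect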
PglD DTNB = inhibitors of Campylobacter jejuni PglD acetyltransferase; purified PglD enzyme, DTNB colorimetric CoA detection; inhibition, % at 12.5 µM; actives 0.098% (n = 360,000); AID 602405; in the data active = inhibition above about 16%, passing the limit was not always enough; inconclusive = no clear call, values can overlap the other calls; note: strong numbers were not always called active
* hit, by the source's call; ? = inconclusive; . = not tested or not shown. An unsorted share of the library (roughly 2.1% active in at least one column).

SMILES	PGC1a acetyl inh	LGR2 inh	S100A4 MyoIIA	ERAP1 inh	FN deposition inh	EWS-Fli inh	PAX8 inh HTS	PglD DTNB
c1cncc(-c2nc(NCc3ccc4c(c3)OCO4)c3ccccc3n2)c1	.	-11	-4	0	-5	15	-102	.
COc1ccc(S(=O)(=O)N2CCN(c3nc(C)cc(C)n3)CC2)cc1	-36	-4	-3	-3	-2	22	6	0
Cc1ccc(C(=O)NCC(=O)OCC(=O)Nc2ncc(C(F)(F)F)cc2Cl)cc1	.	-1	-4	11	-5	2	17	.
CN(CCCC1CCCC1)C(=O)c1cc(COc2ccc(F)cc2F)on1	.	-6	4	-4	.	.	-14	7
Cc1ccc(S(=O)(=O)N2CCC(=O)N([C@H](COCc3cccc(Cl)c3)Cc3ccccc3)CC2)cc1	.	3	-2	.	8	21	4	.
C[C@@H]1CN([C@H](C)CO)C(=O)c2cc(NC(=O)Nc3ccc(C(F)(F)F)cc3)ccc2O[C@H]1CN(C)Cc1ccc(C(=O)O)cc1	18	-5	1	1	-6	7	.	13
C[C@H](CO)N1C[C@H](C)[C@H](CN(C)C(=O)Nc2ccc3c(c2)OCO3)OCCCC[C@H](C)Oc2ccc(NC(=O)NC3CCCCC3)cc2C1=O	-9	?	.	.	.	1	-3	1
CCOC(=O)c1ccc(NC(=S)N2CCN(C)CC2)cc1	.	4	5	5	6	-20	-7	7
C=CCNc1nc(Nc2ccc(OC)cc2)nc(OCC)n1	-4	-24	-2	2	.	.	.	5
Cc1ccc(OC(=O)Nc2ccccc2)cc1	.	-53	-5	1	.	-63	-188	7
O=C(COc1ccc2c3c(c(=O)oc2c1)CCC3)N1CCN(c2ccc(F)cc2)CC1	.	5	9	3	-6	.	13	1
CCS(=O)(=O)N(C)C[C@@H]1N[C@H](CO)[C@@H]1c1ccc(C2=CCCCC2)cc1	.	-1	15	-2	-7	4	.	.
O=C(c1ccncc1)N1CC[C@H]2[C@H](CO)Nc3ccc(-c4ccc(F)cc4)cc3[C@H]21	-6	1	2	6	-3	-3	-22	-1
CC(=O)N1[C@@H](CO)[C@H](c2ccc(-c3cccc(F)c3)cc2)[C@@H]1CNC(=O)C1CC1	-1	7	.	.	-12	-3	13	0
Cc1cc(C)nc(SCc2ccc(C(=O)N/N=C/c3ccncc3)cc2)n1	-3	-28	-1	-5	-11	-2	8	.
O=C(C[C@H]1CC[C@@H](NC(=O)c2ccncc2)[C@@H](CO)O1)NCc1ccncn1	6	-4	-6	0	.	.	-25	.
CCc1ccccc1NC(=S)N(CCCN1CCOCC1)Cc1cccs1	.	-3	.	.	-1	.	-4	-3
Cc1noc(C)c1S(=O)(=O)N(C)C[C@@H]1Oc2ccc(NS(=O)(=O)c3ccc(F)cc3)cc2CC(=O)N([C@@H](C)CO)C[C@H]1C	3	-5	-37	-3	.	-7	.	.
CCCSc1nsc(N)n1	25	-2	-3	0	.	-13	.	.
CN(C)C(=O)C[C@@H]1C=C[C@H](NC(=O)NC2CCCC2)[C@H](CO)O1	-1	5	16	-1	-15	-1	-4	-2
COc1ccccc1N(Cc1ccccc1)S(=O)(=O)c1cccc(C(=O)Nc2cc(C)ccn2)c1	-9	55*	-2	5	.	.	17	-1
NC(=O)CCC(NS(=O)(=O)c1ccc(Cl)cc1)C(=O)NCc1ccccc1Cl (stereo unspecified)	3	10	.	.	6	.	8	-6
C[C@H](CO)N1C[C@H](C)[C@H](CN(C)C(=O)Nc2ccc(C(F)(F)F)cc2)Oc2ccc(NC(=O)C3CCCCC3)cc2C1=O	-3	8	-1	1	16	27	46	1
COc1ccc(C(=O)OCC(=O)Nc2ccc3c(c2)OCCO3)c(OC)c1	-11	-9	4	-1	-3	-2	-15	-5
CCOc1ccc(C(=O)COC(=O)Cn2cnc3c2c(=O)n(C)c(=O)n3C)cc1	8	13	-5	5	-11	-1	2	-1
Other compounds follow:
SMILES	PGC1a acetyl inh	LGR2 inh	S100A4 MyoIIA	ERAP1 inh	FN deposition inh	EWS-Fli inh	PAX8 inh HTS	PglD DTNB
COc1ccc(C(=O)Nc2ccc3c(c2)C(=O)N(C)C[C@@H](OC)[C@H](C)CN(C(C)=O)[C@H](C)CO3)cc1	8	-3	14	3	5	-1	.	-4
CNC[C@H]1Oc2c(NC(=O)c3cc(C)nn3C)cccc2C(=O)N([C@@H](C)CO)C[C@H]1C	4	4	0	1	.	4	-2	1
COc1cc(/C=N/NC(=O)CCN2CCN(C)CC2)cc2c1OCO2	.	-6	3	-1	.	.	9	5
CC(=O)Nc1ccc(OCC(=O)N(CC(C)C)C2CCS(=O)(=O)C2)cc1 (stereo unspecified)	.	.	15	2	3	68*	28	.
CO[C@H]1CN(C)C(=O)c2cc(NS(=O)(=O)CC(F)(F)F)ccc2OC[C@H](C)NC[C@H]1C	-3	1	-1	-2	-5	0	5	-2
COc1ccc(Cl)cc1NC(=O)CN1CCCCCC1	.	9	-7	5	.	11	-9	.
COc1cc(/C=C2\SC(=O)N(CCN)C2=O)ccc1OS(=O)(=O)c1cc(C)ccc1C	-1	82*	-3	7	-2	38	23	.
Cc1ccc(NC(=O)CN2C(=O)COc3ccc(S(=O)(=O)N4CCCC4)cc32)cc1C	.	7	0	3	-11	-12	6	-3
CCNS(=O)(=O)c1ccc(CCC(=O)N2CCN(Cc3ccccc3)CC2)cc1	-19	3	-4	3	-2	12	3	-3
O=C(C=Cc1ccccc1)c1cc(Br)ccc1O	.	-21	-6	-4	-11	5	-20	4
C[C@H]1CN([C@@H](C)CO)C(=O)c2cc(NC(=O)Nc3cccc4ccccc34)ccc2O[C@@H]1CN(C)C(=O)Nc1ccc(C(F)(F)F)cc1	18	11	-2	5	.	-9	.	5
O=C(c1ccccn1)N1C[C@@H]2[C@H](c3ccccc31)[C@@H](CO)N2C(=O)C1CCCCC1	5	0	1	-1	2	2	-3	-1
CC(=O)c1cnc2c(-c3ccccc3)c(-c3ccccc3)nn2c1C	12	1	-8	0	3	10	-4	6
Cc1noc(C)c1NC(=O)Nc1ccc2c(c1)CC(=O)N([C@@H](C)CO)C[C@@H](C)[C@H](CN(C)C)O2	3	-13	44	2	.	1	-20	0
CO[C@@H]1CN(C)C(=O)c2ccc(NC(=O)C3CCCCC3)cc2OC[C@@H](C)N(Cc2cccnc2)C[C@H]1C	0	-12	3	5	10	6	3	-1
CC(=O)Nc1cn(-c2ccccc2)nc1-c1ccccc1	.	5	8	.	4	-14	13	.
Nn1cc(-c2ccccc2)nc1SCC(=O)NC1CCS(=O)(=O)C1 (stereo unspecified)	4	.	.	.	1	.	17	4
C[C@@H]1CCCCO[C@@H](CN(C)C(=O)Nc2ccc(C(F)(F)F)cc2)[C@@H](C)CN([C@@H](C)CO)C(=O)c2cc(NC(=O)C3CCCCC3)ccc2O1	23	2	6	2	.	-7	.	.
CO[C@H]1CN(C)C(=O)c2ccc(NC(C)=O)cc2OC[C@@H](C)N(C(=O)CN(C)C)C[C@H]1C	2	-7	.	.	-6	8	-18	6
CC(=O)Nc1cccc(NC(=O)Nc2ccc(C)c(Cl)c2)c1	-3	-45	2	-2	11	-30	-46	.
NC(=O)C1CCCN(C(=O)c2ccc3oc(Cc4ccc(Cl)cc4)nc3c2)C1 (stereo unspecified)	-1	3	-19	-4	-4	.	-20	1
CN(C)C(=O)c1cccc(-c2ccc([C@H]3[C@@H](CO)N4CCCCN(S(C)(=O)=O)C[C@@H]34)cc2)c1	5	9	3	0	.	-5	3	2
O=C(NCC[C@@H]1CC[C@H](NC(=O)C2CCC2)[C@H](CO)O1)c1ccc(F)cc1	6	1	2	3	-8	-2	6	0
CCN1CCN(c2ccc(NC(=O)c3cccc4ncccc34)cc2)CC1	3	-7	0	-7	.	.	.	-5
CS(=O)(=O)N(CC(=O)NCc1ccc2c(c1)OCO2)c1ccc(Cl)cc1	3	.	.	.	3	.	-23	6

By substructure, the entries above with an aryl thioether with sulfur outside any ring
SMILES	PGC1a acetyl inh	LGR2 inh	S100A4 MyoIIA	ERAP1 inh	FN deposition inh	EWS-Fli inh	PAX8 inh HTS	PglD DTNB
Cc1cc(C)nc(SCc2ccc(C(=O)N/N=C/c3ccncc3)cc2)n1	-3	-28	-1	-5	-11	-2	8	.
CCCSc1nsc(N)n1	25	-2	-3	0	.	-13	.	.
Nn1cc(-c2ccccc2)nc1SCC(=O)NC1CCS(=O)(=O)C1 (stereo unspecified)	4	.	.	.	1	.	17	4

Other records follow.
SMILES	PGC1a acetyl inh	LGR2 inh	S100A4 MyoIIA	ERAP1 inh	FN deposition inh	EWS-Fli inh	PAX8 inh HTS	PglD DTNB
Cc1ccnc(NS(=O)(=O)c2ccc(NC(=O)c3ccc(S(=O)(=O)N4CCOCC4)cc3)cc2)n1	.	-9	-2	0	6	-19	4	.
Cc1cc[n+](-c2[nH]c(=O)sc2/C=N/N=C(\[O-])c2ccccc2)cc1C	.	-3	-14	1	2	9	18	.
COC(=O)Cn1c(C)c(C#N)c2ccccc21	4	.	.	.	0	.	1	-3
CC=Cc1ccc2n(c1=O)C[C@@H]1[C@@H](CO)[C@H](C(=O)N(C)C)N(CC3CCCC3)[C@H]21 (mixture of isomers)	-1	-2	5	-6	0	4	.	.
CCOC(=O)N1CCN(S(=O)(=O)c2ccc(C(=O)N(CCCN(C)C)c3nc4ccc(Cl)cc4s3)cc2)CC1	.	3	6	2	-3	39	-30	-8
COC(=O)c1cc(NS(=O)(=O)c2cccs2)cc(NS(=O)(=O)c2cccs2)c1	8	11	-4	-1	.	0	9	4
COc1ccccc1-c1nnc2n1N=C(C(C)(C)C)CS2	-5	.	.	.	0	.	-2	2
Cc1nn(C)cc1S(=O)(=O)N1CCN(c2ccccc2F)CC1	2	3	-2	2	-1	-5	7	2
C[C@@H]1CN([C@@H](C)CO)C(=O)c2cc(-c3ccccc3)cnc2O[C@H]1CN(C)C(=O)Cc1ccccn1	14	8	-7	-1	-17	-25	.	5
CN(CCc1ccccc1)C(C(=O)Nc1ccc2c(c1)OCCO2)c1ccnc2ccccc12 (stereo unspecified)	-7	-18	0	1	9	-24	-3	2
CC1SC(c2ccc(F)cc2)NC1=O (stereo unspecified)	.	-5	-2	11	-3	3	-5	.
CCn1c(C)nnc1SCC(=O)Nc1ccc(OC)cc1	-20	-2	1	-1	7	-10	3	-3
CC(=O)N(c1ccccc1)C(C)c1nc(C#N)c(C#N)nc1C (stereo unspecified)	3	-6	-22	-1	-4	2	12	-1
O=C(CCCc1ccccc1)Nc1ccnn1C1CCN(Cc2ccc(CO)o2)CC1	-7	-9	1	1	-7	.	7	0
CCCOc1ccc(/C=C2\SC(N)=NC2=O)cc1OC	-1	-6	5	1	.	-4	6	-1
CC1Cc2ccccc2N1C(=O)COc1ccc2c(c1)OCO2 (stereo unspecified)	-6	-48	2	31*	-3	-75	-111	1
C[C@@H]1CN([C@@H](C)CO)S(=O)(=O)c2ccc(C3=CCCC3)cc2O[C@H]1CN(C)C(=O)Nc1ccc2c(c1)OCO2	-9	6	6	-2	-2	15	-3	3
CC(=O)c1c(C(C)=O)c(C)n(NC(=O)c2cccnc2)c1C	-4	10	0	-1	.	.	.	-1
COc1cccc(CN(C)CC(=O)Nc2cccc(S(N)(=O)=O)c2)c1OC	.	-2	-3	4	-7	2	-10	.
Cc1cccc(C(=O)NC2CCN(C(=O)N3CCOCC3)CC2)c1	2	.	.	.	6	.	-16	-5
